# EBNA-1 inhibitor: blocks EBNA-1 binding to DNA. EBNA-1 DNA binding, fluorescence polarization. inhibition, % at 14.8 µM. hit rate 0.34% among 300,000. AID 1950; in the data active means inhibition above about 28%
# PREPL inh: human PREPL enzyme inhibition; recombinant PREPL, fluorescence polarization activity-based probe; hit rate 0.68% among 320,000; inhibition, % at 5.96 µM; in the data active means inhibition above about 43%;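 further: 0% = enzyme with DMSO and 100% = wells lacking enzyme; many of its hits are not listed in these tables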
# GSTO1 counter: GSTO1 inhibition, counter-screen for RBBP9 inhibitors; inhibition, % at 5.96 µM; AID 1974; recombinant GSTO1, activity-based probe fluorescence polarization; hit rate 1.1% among 300,000; P78417;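 active means inhibition above the campaign mean inhibition plus 3 SD, cut at about 35% in these data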;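 further: 0% = GSTO1-1 with DMSO and 100% = wells lacking GSTO1-1 enzyme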
# LYPLA1 inh: LYPLA1 (human) inhibition in PME1 counter-screen; inhibition, % at 5.9 µM; O75608; recombinant LYPLA1, FP-Rh probe fluorescence polarization; hit rate 0.16% among 320,000;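 active means inhibition above the mean of all tested compounds plus 3 SD, set per campaign, cut at about 14% in these data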;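 further: inhibitors block serine hydrolase probe labeling of LYPLA1 so polarization falls; 0% = enzyme with DMSO and 100% = wells lacking LYPLA1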
# Target sequence (O75608 whole entry, looked up): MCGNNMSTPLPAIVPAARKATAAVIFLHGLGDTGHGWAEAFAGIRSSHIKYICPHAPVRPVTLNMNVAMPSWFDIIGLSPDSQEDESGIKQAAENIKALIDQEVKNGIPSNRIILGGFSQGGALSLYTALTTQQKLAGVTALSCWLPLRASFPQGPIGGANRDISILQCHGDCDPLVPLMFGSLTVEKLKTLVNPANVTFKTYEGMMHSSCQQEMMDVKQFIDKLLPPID
# PAD4 inh: PAD4 (human) enzyme inhibition; recombinant PAD4, RCA probe fluorescence polarization; inhibition, % at 6.36 µM; hit rate 0.41% among 330,000; AID 485272;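 active means percent inhibition above a cutoff equal to the mean of all tested compounds plus 3 SD, cut at about 15% in these data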;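 further: 0% = PAD4 with RCA probe and DMSO and 100% = probe without PAD4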
# Target sequence (Q9UM07 whole entry, looked up): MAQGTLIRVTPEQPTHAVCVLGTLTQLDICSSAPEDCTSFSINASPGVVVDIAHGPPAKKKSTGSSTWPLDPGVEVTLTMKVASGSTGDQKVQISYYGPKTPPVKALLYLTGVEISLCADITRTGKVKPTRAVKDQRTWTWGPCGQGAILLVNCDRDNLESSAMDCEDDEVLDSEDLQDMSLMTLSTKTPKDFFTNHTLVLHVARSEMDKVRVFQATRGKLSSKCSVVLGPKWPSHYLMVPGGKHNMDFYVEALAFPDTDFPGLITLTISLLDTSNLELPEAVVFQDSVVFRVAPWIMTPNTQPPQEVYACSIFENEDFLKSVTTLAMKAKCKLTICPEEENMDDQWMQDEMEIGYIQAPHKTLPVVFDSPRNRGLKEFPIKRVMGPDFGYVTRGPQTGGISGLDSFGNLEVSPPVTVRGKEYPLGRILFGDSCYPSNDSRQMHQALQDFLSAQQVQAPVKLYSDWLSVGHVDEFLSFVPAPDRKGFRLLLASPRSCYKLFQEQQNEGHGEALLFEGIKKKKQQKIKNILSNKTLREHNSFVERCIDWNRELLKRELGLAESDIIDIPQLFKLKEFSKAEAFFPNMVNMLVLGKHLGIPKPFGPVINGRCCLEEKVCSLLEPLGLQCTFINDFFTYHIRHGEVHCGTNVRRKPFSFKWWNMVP
# LYPLA2 inh: counter-screen for PME1 inhibitors: inhibitors of human LYPLA2; O95372; recombinant LYPLA2, FP-Rh probe fluorescence polarization; inhibition, % at 5.9 µM; hit rate 0.38% among 320,000; AID 2177;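 active means inhibition above the screen-wide mean plus 3 SD, limit set per campaign, cut at about 26% in these data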;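 further: 0% = LYPLA2 with DMSO and 100% = wells lacking LYPLA2 enzyme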
# PAFAH1B3 inh: PAFAH1B3 (human) inhibition | Q15102 | recombinant PAFAH1B3, FP-rhodamine probe, fluorescence polarization | inhibition, % at 3.39 µM | hit rate 0.28% among 340,000 | AID 492972;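 active means inhibition above the screen-wide average of all tested compounds plus 3 SD, cut at about 25% in these data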;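 further: 0% = enzyme with DMSO only and 100% = wells lacking PAFAH1B3 protein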
# ZTA counter: blocks Epstein-Barr virus ZTA, an EBNA-1 counter-screen | P03206 | ZTA-DNA binding, fluorescence polarization | inhibition, % at 11 µM | hit rate 0.15% among 320,000 | AID 2234; in the data active means inhibition above about 33%
# PAFAH2 FP inh: PAFAH2 (human) inhibition; inhibition, % at 3.39 µM; recombinant PAFAH2, FP-rhodamine activity probe, fluorescence polarization; hit rate 0.99% among 340,000;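 active means inhibition above the mean over all tested compounds plus 3 SD, cut at about 30% in these data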;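 further: inhibitors block probe labeling of enzyme so polarization drops; 0% = enzyme with DMSO and 100% = wells lacking PAFAH2 protein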
# The depositor's hits bear a star; . = no result given. Some of the compounds tested; rates above refer to the full screens.
SMILES,EBNA-1 inhibitor,PREPL inh,GSTO1 counter,LYPLA1 inh,PAD4 inh,LYPLA2 inh,PAFAH1B3 inh,ZTA counter,PAFAH2 FP inh
O=C(NC(=S)Nc1ncccn1)c1ccc(F)cc1,-5,10,-2,4,-2,3,4,-11,2
CC(C)(c1ccccc1)c1ccc(OCCN)cc1,2,-56,1,1,0,3,-1,-9,5
O=C(c1ccc(Cl)c(S(=O)(=O)Nc2ccc(F)cc2)c1)N1CCN(c2ccccn2)CC1,3,-4,2,-4,0,3,-1,10,2
O=C(CCc1c[nH]c2ccccc12)NCc1ccco1,-11,6,11,-1,4,1,-3,-2,-2
COc1cc(C(C)=O)ccc1OCC(=O)NCC1(N2CCCCC2)CCCCC1,3,1,5,-1,0,-2,5,2,11
COCCOC(=O)c1sc(=S)n(CCOC)c1N,3,30,25,20*,41*,35*,21,6,18
CCN(CC)S(=O)(=O)c1ccc(Cl)c(NC(=O)COc2ccc(OC)cc2[N+](=O)[O-])c1,-3,-2,0,2,-4,6,2,-7,9
c1ccc2c(c1)ncn2CCCCOc1ccc2c(c1)CCC2,-13,30,2,0,2,1,10,-22,6
CC1Cc2ccccc2N1C(=O)COC(=O)Cc1ccc(F)cc1 (stereo not drawn),2,-3,-1,1,-1,-1,-2,5,-2
CCCCNC(=O)OC(C)CNC(=O)Oc1cccc(C)c1 (stereo not drawn),1,3,4,-2,-3,4,-1,3,7
CC/C(=C/c1sc2ccc(C)cc2[n+]1CCCS(=O)(=O)[O-])SC,3,-9,1,-2,4,-5,.,8,.
COc1ccc(S(=O)(=O)Nc2cccc(F)c2)cc1C,4,-3,5,1,-2,3,0,11,6
CC(=O)Nc1ccc(S(=O)(=O)Nc2nc3ccc(C)cc3s2)cc1,5,4,4,6,-1,6,3,1,4
O=C(NCCc1ccc(Cl)cc1)Nc1ccc(Cl)cc1,16,-3,-6,-1,1,-2,1,3,3
Cc1cccc(N=C2NN=C(c3ccc4c(c3)OCCO4)CS2)c1,2,23,2,-3,-6,-3,5,-2,-9
O=C(Nc1ccccc1Br)c1cccc2ccccc12,3,-6,-6,2,-1,3,.,-12,.
CCNC(=O)c1sc(=S)n(CC)c1N,-10,10,11,-1,5,6,2,2,-9
COc1cc(-c2c(C#N)c(N)nc3c2CCCC3)ccc1O,13,5,-1,1,5,-2,3,-2,-3
Cc1cc(SCC(=O)OCC(=O)N(C)C2CCS(=O)(=O)C2)c(C)cc1Br (stereo not drawn),-8,19,-1,2,-1,-5,8,-8,2
CCOC(=O)c1ccc(N2C(=O)C(O)=C(C(C)=O)C2c2ccccc2)cc1 (stereo not drawn),8,8,1,-4,-7,5,6,-19,0
CCOC(=S)N/C(=N\S(=O)(=O)c1ccccc1)c1ccccc1,0,-1,5,0,3,1,6,3,4
CC(C)CCNC(=O)C1CCN(S(=O)(=O)c2ccc3c(c2)CC(C)N3C(=O)C2CCC2)CC1 (stereo not drawn),-10,10,-6,8,-3,4,5,0,8
Cc1ccc(C(=O)Nc2cccc(C(F)(F)F)c2)cc1NC(=O)c1csc(-c2ccncc2)n1,5,-2,-9,-11,3,-13,-4,-4,-14
Cc1cccc(S(=O)(=O)c2c(C)cc(C)nc2Cl)c1,9,5,-6,-1,-9,-9,13,3,-2
COCCn1cnc2c(c1=O)c1nc3ccccc3nc1n2/N=C/c1cccc(OC)c1,-3,-17,-49,-3,0,-8,3,-4,4
COc1ccc(C2N3CC4(C)CN2CC(C)(C3)C4O)cc1 (stereo not drawn),3,-8,4,5,1,9,-2,3,4
O=C(Oc1cccnc1)c1cc(S(=O)(=O)N2CCOCC2)ccc1Cl,-4,2,6,2,4,6,-2,-6,6
CCCn1c(=O)[nH]c(=O)c2c1nc(-c1ccc(OC(F)F)c(OC)c1)n2CCOC,-5,18,20,-8,-1,-4,7,-16,6
Cc1cc2[nH]c(=O)c(=O)[nH]c2cc1S(=O)(=O)Nc1ccccc1F,-12,3,31,-2,-4,-12,5,-20,-22
COc1ccc2cc(C3CC(c4ccco4)=NN3S(=O)(=O)c3ccccc3)c(Cl)nc2c1 (stereo not drawn),-5,-1,-8,-16,-1,-19,0,0,-1
Cc1ccc(-c2c(C(=O)NC(C)C)oc(=O)c3ccccc23)cc1,8,2,2,-3,-5,-1,11,6,16
COc1cccc(CN(C)C(=O)C(Cc2ccccc2)NC(=O)c2ccccc2)c1OC (stereo not drawn),8,5,13,1,-4,-3,7,19,-1
COc1cccc(OC)c1-c1nnc(-c2cn(C)c3ccccc23)o1,13,-1,2,-3,-1,-6,0,4,-9
COC(=O)c1ccc(CNC(=O)CSc2nc3ccccc3[nH]2)cc1,-3,12,15,1,7,2,-3,1,-8
COc1ccc(C(=O)NC(C)c2ccc(-n3ccnc3)cc2)c(OC)c1OC (stereo not drawn),3,-2,-4,3,2,3,12,0,4
O=C(CCn1c(=O)oc2ccccc21)NCc1ccc2c(c1)OCO2,1,-6,-2,-4,0,-2,0,8,16
O=C(O)C1=C[C@@H](c2ccc(Br)cc2)C[C@@H](OCCCCO)O1,9,0,1,0,-3,-1,9,10,4
Cc1ccc(S(=O)(=O)N2CCN(S(=O)(=O)N(C)C)CC2)cc1,-2,-2,4,-5,-1,0,3,-15,-7
C/C(Cc1ccccc1)=N\NC(=O)CNC(=O)c1ccc2c(c1)OCCO2,5,2,-3,0,0,3,7,3,-3
CCOC(=O)C(=O)c1csc(NC(=O)COc2ccc(N(C)S(=O)(=O)c3ccc(F)cc3)cc2)n1,1,20,14,-1,-2,6,-4,0,5

# Full records, quoted from the list. Order of screens: EBNA-1 inhibitor | PREPL inh | GSTO1 counter | LYPLA1 inh | PAD4 inh | LYPLA2 inh | PAFAH1B3 inh | ZTA counter | PAFAH2 FP inh
# `COc1cccc(OC)c1-c1nnc(-c2cn(C)c3ccccc23)o1` as listed: 13 | -1 | 2 | -3 | -1 | -6 | 0 | 4 | -9
# `Cc1ccc(S(=O)(=O)N2CCN(S(=O)(=O)N(C)C)CC2)cc1` as listed: -2 | -2 | 4 | -5 | -1 | 0 | 3 | -15 | -7

# The list continues:
SMILES,EBNA-1 inhibitor,PREPL inh,GSTO1 counter,LYPLA1 inh,PAD4 inh,LYPLA2 inh,PAFAH1B3 inh,ZTA counter,PAFAH2 FP inh
CN(CCCNC(=O)c1cc2c(Cl)nc3ccccc3c2s1)Cc1ccccc1,12,-16,-3,-8,0,-7,7,-6,-14
Cn1nc(-c2ccccc2)nc1-c1ccccc1,5,10,1,-1,-2,0,-4,2,12
O=C(CSC1=NCCS1)NC(c1ccccc1)c1ccccc1,-5,-6,0,1,7,4,4,-1,-2
CCC1=C(OC(=O)N(CC)CC)N2C(=O)OC(=NCC3CC3)[C@]2(Cc2ccccc2)[C@H]2C1=CC[C@H]1C(=O)N(c3ccccc3)C(=O)[C@H]12,8,3,0,-6,0,-8,8,5,-13
COc1ccc(S(=O)(=O)N2CCOC2CNC(=O)C(=O)NCc2cccnc2)cc1OC (stereo not drawn),-1,-6,14,0,-7,7,7,4,-2
Cc1cc(NC(=O)CSc2nnnn2-c2ccccc2C)no1,7,-8,1,1,4,8,11,-6,-2
CCn1c(SCC(=O)c2ccc(Cl)s2)nnc1-c1cccs1,-8,7,20,2,-6,6,1,2,1
CC(CCc1ccccc1)NC(=O)CSc1nc(N)cc(N)n1 (stereo not drawn),-3,9,-3,-2,2,9,3,7,11
Clc1ccc(C2=Nn3c(Cn4nnc5ccccc54)nnc3SC2)cc1,-16,-86,-3,2,-6,0,.,-7,.
CCc1ccc(S(=O)(=O)NCCc2csc(-c3cccnc3)n2)s1,6,-7,2,3,-4,-1,4,11,11
CCn1c(SCC(=O)N2CCCCC2)nc2c(c1=O)SC(C)C2 (stereo not drawn),2,-1,3,6,-8,2,10,-9,-2
N#Cc1ccc(C(=O)CSc2nnc(-c3ccc(C(F)(F)F)cn3)s2)cc1,1,11,5,1,0,0,3,-1,-4
COC(=O)C(C)Sc1n[nH]c(=S)s1 (stereo not drawn),8,11,3,0,0,-6,5,10,-1
CCc1nc2sccc2c(=O)[nH]1,1,20,0,-1,-3,0,13,-13,-1
COc1ccccc1C(=O)Nc1ccnn1C1CCN(Cc2ncc[nH]2)CC1,-9,2,-1,-2,-6,-6,7,-9,0
Cc1nn(C(C)c2n[nH]c(=S)n2-c2ccc(F)cc2)c(C)c1[N+](=O)[O-] (stereo not drawn),3,5,1,0,-3,11,4,-9,-8
COC(=O)C1CC(=O)N(c2ccc(OCc3ccccc3Cl)cc2)C1 (stereo not drawn),16,31,1,0,1,5,-1,17,-2
CC(/C=C/c1ccccc1)=N\Nc1nc(-c2ccccc2)cs1,1,9,6,-5,-2,-2,-4,-24,-2
O=C1C(Nc2cccc(O)c2)=C(N2CCCCC2)C(=O)c2ccccc21,-1,27,79*,6,18*,8,66*,6,60*
CCc1ccc(NC(=O)C2CC=CCC2C(=O)O)cc1 (stereo not drawn),0,-13,-1,-1,1,4,9,-3,-2
CCOCCCN(C(=O)c1snc(C(N)=O)c1N)C(C(=O)NCCC(C)C)c1ccc(F)cc1 (stereo not drawn),-10,1,1,-1,-1,13,-3,-9,-4
O=C(Nc1ccc2c(c1)OCCO2)c1ccc(Cl)c([N+](=O)[O-])c1,2,7,7,-1,-6,3,4,17,7
O=C(CCCN1C(=O)c2ccccc2C1=O)NCc1ccc(F)cc1,-5,2,7,2,1,3,4,-17,-7
C=CCOc1ccccc1CN1CCC(Oc2ccc(C(=O)N3CCCC3)cc2)CC1,-10,8,-1,2,-2,0,3,-16,-3
COc1cc(-c2nc3cnccn3c2Nc2ccc(C)cc2)ccc1O,-8,18,9,1,-7,-5,-2,-15,1
Cc1ccc(F)cc1NC(=O)N1c2ccccc2NC(=O)CC1C (stereo not drawn),-5,3,10,1,-1,2,6,-14,3
O=C1CC(c2ccccc2)n2nc(N3C(=O)c4ccccc4C3=O)nc2N1 (stereo not drawn),1,4,6,-1,-3,1,9,-1,2
O=C(Nc1nnc(-c2ccc(F)cc2)o1)c1cccc([N+](=O)[O-])c1,-3,15,-2,5,-4,0,10,14,1
O=C1COc2ccc(C(=O)COC(=O)c3cc(S(=O)(=O)N4CCOCC4)ccc3F)cc2N1,3,6,-3,1,3,4,3,7,1
CSc1nc(N(C)C)nc(N2CC(=O)N(CCNS(=O)(=O)c3ccc(C)cc3)C2=N)n1,10,-8,2,5,-4,6,-1,-11,-9

# PAD4 inh, what is marked active above
SMILES	EBNA-1 inhibitor	PREPL inh	PAD4 inh	PAFAH1B3 inh	PAFAH2 FP inh
COCCOC(=O)c1sc(=S)n(CCOC)c1N	3	30	41*	21	18
O=C1C(Nc2cccc(O)c2)=C(N2CCCCC2)C(=O)c2ccccc21	-1	27	18*	66*	60*

# Continued:
SMILES,EBNA-1 inhibitor,PREPL inh,GSTO1 counter,LYPLA1 inh,PAD4 inh,LYPLA2 inh,PAFAH1B3 inh,ZTA counter,PAFAH2 FP inh
O=C(CN(CC1CCCO1)C(=O)CNS(=O)(=O)c1ccc(Cl)cc1)NCc1ccco1 (stereo not drawn),2,14,1,5,-1,4,-5,-2,6
Cc1cccc(C)c1OCCCCc1c(C)n[nH]c1C,-3,0,-1,-3,-3,-1,5,-5,-5
CC(=O)Nc1ccc(NC(=O)C(NS(=O)(=O)c2cccc3nsnc23)C(C)C)cc1 (stereo not drawn),0,13,2,3,2,6,3,-10,1
Cc1cc(C)c(C(=O)Nc2ccc(C)c(C)c2)c(CC(C)(C)C(=O)O)c1,-6,8,-1,1,0,-2,-3,-9,-2
Cc1c(C(=O)O)cccc1-c1ccc(/C=N/Nc2ccc(Br)cc2)o1,-8,46*,2,7,-4,14,6,-1,20
O=C(O)c1ccc(CSc2nc3ccc(N4C(=O)C5C6C=CC(C6)C5C4=O)cc3s2)cc1 (stereo not drawn),-10,-6,-29,2,3,17,2,11,-6
Cc1ccc2nc(Nc3ncc4c(n3)CC(C)(C)CC4=O)nc(C)c2c1,4,14,2,2,-1,5,10,-4,6

# Bioassay records as filed in PubChem BioAssay.
